# Sm TGR inh – inhibitors of Schistosoma mansoni thioredoxin glutathione reductase; Q962Y6; purified TGR, DTNB reduction, TNB absorbance 405 nm; Potency, µM (highest dose often 114 µM), inactives show at the highest dose activity change, negative = inhibition, most hits filed as inhibitors; hit rate 3% among 360,000; further: potency means the concentration at half of the fitted maximal effect; nearly all actives have a fitted effect of over 60% in size
#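 First, TGR (20 nM dispensed) and NADPH were mixed with compound. Second, a 15 min room-temperature incubation followed. Third, further NADPH and then DTNB were added to start the reaction. Finally, TNB absorbance was monitored kinetically.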
# AmpC inh no detg – blocks E. coli AmpC beta-lactamase in detergent-free assay; AmpC nitrocefin hydrolysis, absorbance 480 nm, 0.0001% Triton; P00811; hit rate 0.52% among 330,000; Potency, µM (series often up to 57.1 µM), inactives show at the highest dose activity change, negative = inhibition, hits mostly inhibitors;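 further: potency means the concentration at half of the fitted maximal effect; plate controls were no compound for no effect and no enzyme for full effect; nearly all actives have a fitted effect of over 20% in size; some results filed as inactive show a strong effect at the top dose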
# Target sequence (P00811 whole entry, looked up): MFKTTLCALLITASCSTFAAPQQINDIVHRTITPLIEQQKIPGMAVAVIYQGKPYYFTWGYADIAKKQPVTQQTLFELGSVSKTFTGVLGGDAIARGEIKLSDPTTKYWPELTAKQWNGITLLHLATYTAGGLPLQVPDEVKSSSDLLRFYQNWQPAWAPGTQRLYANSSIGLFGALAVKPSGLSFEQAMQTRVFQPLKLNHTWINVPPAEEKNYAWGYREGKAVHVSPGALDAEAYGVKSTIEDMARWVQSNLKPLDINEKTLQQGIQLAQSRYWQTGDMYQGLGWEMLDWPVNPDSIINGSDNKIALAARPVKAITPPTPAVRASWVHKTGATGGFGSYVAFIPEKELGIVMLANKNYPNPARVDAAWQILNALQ
#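 20 mM phosphate pH 7.0 + 0.01% (detergent screen) or 0.0001% Triton X-100; 5.3 nM AmpC reagent; cpd preinc 15 min RT; nitrocefin (800 uM stock) to start; A480 q20 s × 4 min; Activity was normalised to no-enzyme and no-compound control wells.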
# AMA1 RON2 block – AMA1-RON2 (P. falciparum) interaction inhibition. AlphaScreen AMA1-biotinylated RON2 peptide binding. Potency, µM (series often up to 58.2 µM), inactives show at the highest dose activity change, negative = inhibition, hits mostly inhibitors. hit rate 0.2% among 360,000. AID 720542;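 further: potency means the concentration at half of the fitted maximal effect; 0% = vehicle wells and -100% = peptide control; nearly all actives have a fitted effect of over 45% in size; some results filed as inactive show a strong effect at the top dose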
#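 AMA1 (3D7) with his tag at 25 nM final met compounds first, then biotinylated RON2 peptide at 25 nM; detection used donor plus acceptor beads, 10 µg/mL apiece, read by AlphaScreen after 30 min at room temperature.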
# AmpC inh detg – inhibitors of E. coli AmpC beta-lactamase with detergent. P00811. AmpC hydrolysis of nitrocefin, absorbance 480 nm, 0.01% Triton. Potency, µM (highest dose often 114 µM), for inactives: at the top dose activity change, negative = inhibition, hits mostly inhibitors. hit rate 0.041% among 370,000. AID 485294;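 further: potency means the concentration at half of the fitted maximal effect; 0% = no-compound wells and -100% = no-enzyme wells; nearly all actives have a fitted effect of over 25% in size; some results filed as inactive show a strong effect at the top dose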
#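 20 mM phosphate pH 7.0 + 0.01% (detergent screen) or 0.0001% Triton X-100; 5.3 nM AmpC reagent; cpd preinc 15 min RT; nitrocefin (800 uM stock) to start; A480 q20 s × 4 min; Activity was normalised to no-enzyme and no-compound control wells.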
# HCMV inh – human cytomegalovirus inhibition. HFF cells, HCMV-luciferase reporter, 72 h; active compounds read low. AID 1259415. hit rate 4.5% among 410,000. activity change, negative = inhibition, % at 57.5 µM; in the data active means activity change below about -60%; inconclusive means no clear call, values can overlap the other calls; inactive means above about -39%
#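 Luciferase read-out from HCMV-luciferase-infected HFFs (MOI 1 PFU/cell) 72 h post infection at 37C; compounds added after 16 h cell attachment; activity normalized between buffer-only basal and Salinomycin (10uM) inhibitor controls.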
# FBPA Giardia inh – inhibitors of Giardia lamblia fructose-1,6-bisphosphate aldolase. A8B2U2. purified Giardia FBPA. Potency, µM (series often up to 59.6 µM), without a hit: top-dose activity, negative = inhibition, actives largely listed as inhibitors. hit rate 0.71% among 290,000. AID 2451; further: potency means the concentration at half of the fitted maximal effect; nearly all actives have a fitted effect of over 55% in size
# Target sequence (A8B2U2 whole entry, looked up): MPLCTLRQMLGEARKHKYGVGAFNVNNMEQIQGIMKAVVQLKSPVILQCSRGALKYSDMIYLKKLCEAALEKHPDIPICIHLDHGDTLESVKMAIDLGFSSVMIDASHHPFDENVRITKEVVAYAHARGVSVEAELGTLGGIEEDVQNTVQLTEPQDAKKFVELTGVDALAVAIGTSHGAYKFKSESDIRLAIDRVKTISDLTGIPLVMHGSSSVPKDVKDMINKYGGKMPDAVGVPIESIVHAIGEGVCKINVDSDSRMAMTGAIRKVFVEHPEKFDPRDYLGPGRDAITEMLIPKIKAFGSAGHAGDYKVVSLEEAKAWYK
#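 40 nM FBPA preincubated 10 min at RT with compound (up to 57.5 uM final), then substrate plus GAPDH/TPI/NAD/arsenate coupling and diaphorase/resazurin added. Fluorescence read after 20 min at RT, 525/598 nm.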
# * = called active by the depositor; ? = inconclusive; . = not tested or not shown; & = joins results of further samples; [ ] = dose if it differs, or a comment. Unless noted, the call rests on the fitted dose curve; in most records, active means well fitted curve in the direction sought with a large enough effect; inconclusive means small, poorly fitted or top-dose-only effect, or another doubt; inactive means no such curve, though single readings can be large; an effect the other way counts as inactive or inconclusive. Unless noted, on the % scale 0 is the no-effect control and ±100 the full control effect.
SMILES,Sm TGR inh,AmpC inh no detg,AMA1 RON2 block,AmpC inh detg,HCMV inh,FBPA Giardia inh
CN(Cc1cccc2ncccc12)C(=O)CC1C(=O)NCCN1Cc1ccc(F)cc1 (stereo not drawn),35µM*,30%,8%,4%,-31,-25%
Cc1ccc(S(=O)(=O)N2CCOC2C(Cl)(Cl)Cl)cc1 (stereo not drawn),-6%,-21%,0%,3%,?,-5%
Cc1c(Br)c([N+](=O)[O-])nn1CC(=O)Nc1ccc(C(N)=O)cc1,.,-21%,-8%,7%,-26,0%
O=C(OCCN1C(=O)c2cccc3c(N4CCOCC4)ccc(c23)C1=O)c1cccc(Cl)c1,0%,30%,87%[activator][11.6 µM],4%,.,3%
CCc1nnc(NC(=O)c2ccc3c(=O)n4c(nc3c2)CCCCC4)s1,10%,-23%,5%,3%,-14,19%
COc1ccc(C(=O)N/C(=C/c2ccco2)C(=O)NCc2ccco2)cc1,?,-9%,-3%,-7%,5,-4%
CCCn1cc(CN2CCc3ccc(NC(=O)C4CCCO4)cc3C2)c(C)n1 (stereo not drawn),?,-20%,16%,1%,-27,.
Cc1ccc(Cn2cc(S(=O)(=O)c3ccc(C)cc3)c(=O)c3cc(F)c(N4CCCC4)cc32)cc1,-2%,.,.,9%,8,.
O=C(CSc1nnnn1C1CCCCC1)NCc1ccc2c(c1)OCO2,4%,-13%,15%,-11%,-15,-1%
CCNC(=O)c1cc(Br)ccc1Cl,-9%,-11%,27%,3%,43,0%
Cc1cc(C)cc(-n2c3nc4ccccc4nc3c3c(=O)n(Cc4ccco4)cnc32)c1,16µM*,102%[activator],-6%,-10%,26,-16%
COc1ccc(/C=C/C(=O)Nc2cccc(S(=O)(=O)N3CCCC3)c2)cc1OC,12%,51%,31%[activator],-7%,?,-12%
N/C(=N\OC(=O)CCCOc1ccccc1)c1ccncc1,12%,-11%,23%,-11%,-33,1%
CN(Cc1ccccc1)S(=O)(=O)c1ccc(C(=O)Nc2nnc(C3CC3)o2)cc1,8%,-29%,8%,1%,.,-19%
CCCCN1C(=O)C(=O)N(c2ccccc2)C1=S,0%,-20%,1%,-3%,-22,-2%
O=C(C1CCC(=O)N(C2CCCC2)C1)N1CCN(c2ccc(Cl)cc2)CC1 (stereo not drawn),-26%,125%[activator],-3%,-5%,-15,-11%
Cc1ccc(C(=O)Nc2ccccc2C(=O)N2CCCC(C)C2)cc1 (stereo not drawn),0%,-4%,-2%,0%,23,4%
C=CCN(C(=O)CSc1nc2[nH]ncc2c(=O)n1-c1ccccc1OC)c1ccccc1,-27%,23%,12%,-10%,-27,5%
COc1cc(C(c2sc3nc(C)nn3c2O)N2CC(C)CC(C)C2)cc(OC)c1OC (stereo not drawn),-3%,56%,6%,5%,8,-4%
COc1cccc(CSc2nc3n(n2)C(c2ccc(C(=O)O)cc2)C(C(=O)Nc2ccccc2)=C(C)N3)c1 (stereo not drawn),4%,.,.,2%,16,.
CC(CN1CCN(Cc2ccccc2)CC1)c1ccccc1 (stereo not drawn),0%,-36%,3%,-17%,32,-6%
COc1ccc(/C=N/NC(=O)c2sccc2OCc2ccc(F)cc2)cc1OC,-13%,-24%,-1%,?,-36,12%
c1ccc2c(c1)oc1c(NCCCn3ccnc3)ncnc12,0%,-18%,-3%,1%,-16,-22%
COc1ccccc1NC(=S)NCCN1CCOCC1,2%,0%,-9%,0%,?,-9%
CCCC(=O)N(CCN1CCOCC1)c1nc2c(C)cccc2s1,-29%,132%[activator],-4%,-8%,.,-23%

# Shown as tab-separated lines: entries from further up.
mol	Sm TGR inh	AmpC inh no detg	AMA1 RON2 block	AmpC inh detg	HCMV inh	FBPA Giardia inh
O=C(OCCN1C(=O)c2cccc3c(N4CCOCC4)ccc(c23)C1=O)c1cccc(Cl)c1	0%	30%	87%[activator][11.6 µM]	4%	.	3%
CCc1nnc(NC(=O)c2ccc3c(=O)n4c(nc3c2)CCCCC4)s1	10%	-23%	5%	3%	-14	19%

# Continuation.
SMILES,Sm TGR inh,AmpC inh no detg,AMA1 RON2 block,AmpC inh detg,HCMV inh,FBPA Giardia inh
CN(C)CCNC(=O)c1nn(C)c2c1CCc1ccccc1-2,1%,-10%,-3%,-1%,32,-6%
C=CCNc1nc(Nc2ccc([N+](=O)[O-])cc2)nc(N2CCCC2)n1,7%,-23%,-4%,0%,-33,-12%
Cc1cnc([N+](=O)[O-])n1CCOC(=O)NC(=O)c1ccc(F)cc1,16%,-7%,8%,10%,3,7%
COc1ccc(/C=C/C(=O)NC(=S)N2CCOCC2)cc1,-6%,-13%,52%[activator],-4%,13,?
O=C(Nc1ccc(F)c(Cl)c1)C1CCCN(C2=NS(=O)(=O)c3ccccc32)C1 (stereo not drawn),-16%,-51%,-12%,-5%,-22,.
COC(=O)c1sc(NC(=O)C(C)c2ccccc2)nc1C (stereo not drawn),-16%,-17%,5%[11.6 µM],-12%,-7,2%
CN1CCC(OC(=O)c2ccc(Cl)cc2Cl)CC1,-20%,1%,-2%,6%,10,-4%
CCOc1ccc(-n2cc(-c3ccccc3)c3c(=S)nc[nH]c32)cc1,13%,-39%,41%[activator],1%,?,14%
COc1ccc(CNCc2cccc(Cl)c2)cc1,-15%,-18%,-18%,-8%,-22,-17%
COc1ccc(C(=O)N2CCC(C(=O)Nc3ccc(Cl)cc3)CC2)cc1,-11%,.,.,-11%,-22,.
Cc1ncc2c(c1OC(=O)c1ccccc1)COC(C)(C)OC2,-11%,34%,-3%,-4%,-16,0%
O=c1c2ccccc2nc2n1CCc1c-2[nH]c2ccccc12,3%,-28%,-4%,?,96,-2%&2%
Cc1c(C(=O)O)oc2ccc(S(=O)(=O)NCc3ccc(F)cc3)cc12,18%,-31%,3%,-6%,-9,26%
COc1ccc(CN2CCN(CC3CC3)CC2CCO)cc1C (stereo not drawn),1%,-8%,15%,1%,43,5%
O=C(Nc1cccnc1)Nc1cccc(F)c1,-20%,-30%,11%,5%,-31,8%
CCc1ccc(N(CC(=O)NCc2ccc3c(c2)OCO3)C(=O)c2csnn2)cc1,-6%,-22%,-18%,-9%,58,8%
CSc1ccc(CCNC(=O)c2cc3c(-c4ccccc4F)nn(C)c3s2)cc1,-6%,.,.,-3%,-38,.
CC(=O)Nc1ccc(NC(=O)C2CC(=O)N(c3ccccc3Cl)C2)cc1 (stereo not drawn),-4%,-14%,3%,13%,22,0%
O=C(C1CC2CCC1C2)N1CCN(Cc2ccc3c(c2)OCO3)CC1 (stereo not drawn),-13%,28%,-1%,?,-33,3%
CCCn1c(N)c(C(=O)CSc2nc(C)cs2)c(=O)n(C)c1=O,-10%,-12%,0%,-4%,-39,1%
COc1ccc(NC2=NCC(Cc3ccc(Br)cc3)S2)cc1 (stereo not drawn),3%,-21%,18µM*,6%,?,-3%
O=C(NCc1ccccn1)C1CCN(S(=O)(=O)c2ccccc2)CC1,27%,-1%,9%,-1%,24,-2%
COc1cc([C@@H]2CC=C(C(=O)O)[C@H](c3ccccc3F)N2S(=O)(=O)c2ccc(C)cc2)cc(OC)c1OC,-9%,-24%,-2%,-1%,-25,.
CC(=O)c1ccc(OCCCC(=O)Nc2ccc(C)c(S(=O)(=O)N3CCOCC3)c2)cc1,-10%,-6%,-7%,?,?,.
Cn1c(N2CCCCC2)nc2c1c(=O)[nH]c(=O)n2C,2%,-13%,-2%,5%,0,0%

# Single values from the results shown.
# Sm TGR inh, CN(C)CCNC(=O)c1nn(C)c2c1CCc1ccccc1-2 = 1%
# Sm TGR inh, C=CCNc1nc(Nc2ccc([N+](=O)[O-])cc2)nc(N2CCCC2)n1 = 7%
# FBPA Giardia inh, CCc1ccc(N(CC(=O)NCc2ccc3c(c2)OCO3)C(=O)c2csnn2)cc1 = 8%
# FBPA Giardia inh, O=c1c2ccccc2nc2n1CCc1c-2[nH]c2ccccc12 = -2%&2%
# HCMV inh, CCCn1c(N)c(C(=O)CSc2nc(C)cs2)c(=O)n(C)c1=O = -39

# (list continues)
SMILES,Sm TGR inh,AmpC inh no detg,AMA1 RON2 block,AmpC inh detg,HCMV inh,FBPA Giardia inh
COC(=O)CCC(=O)NC1CC(C)(C)Cc2c1cnn2-c1ccc(F)cc1 (stereo not drawn),0%,22%,1%,-6%,44,6%
Cc1cccc(-n2c(O)c(C=Nc3ccccc3)c3ccccc3c2=O)n1,11%,59%,-4%,1%,?,-4%
CCOc1ccc(NC(=O)Nc2ccc(Cc3ccncc3)cc2)cc1,3%,0%,1%,-3%,?,6%
CC(C)NC(=O)c1cccc(C(F)(F)F)c1,-13%,-1%,-1%,-19%,35,1%
Cn1c(NCC2CCCO2)nc2c1c(=O)n(Cc1ccccc1)c(=O)n2C (stereo not drawn),17%,-10%,14%,?,-33,8%
Cc1cc(C)n(-c2nnc(SCC(=O)NC3CCCC3)c3ccccc23)n1,-6%,-22%,7%,-7%,-33,-1%
CCOC(=O)[C@@H]1[C@H]2COc3ccccc3[C@H]2N2C(=O)N(c3ccc(Br)cc3)C(=O)[C@]12C,.,8%,-3%,.,94,.
CCc1cccc(C)c1NC(=O)C(c1ccc(O)cc1)N1CCC1=O (stereo not drawn),2%,-6%,13%,?,-21,1%
CCN(CC(=O)Nc1cccc(S(=O)(=O)N(C)c2ccccc2)c1)Cc1cccs1,0%,-9%,-7%[11.6 µM],-8%,?,.
COc1ccc(C(=O)CCC(=O)N2CCN(c3ccc([N+](=O)[O-])cc3)CC2)cc1,-1%,-30%,-6%,?,-37,0%
COc1cc(CNc2ccc(N3CCCC3)cc2)cc(Cl)c1OC,.,-11%,?,8%,-13,1.8µM*
COc1ccc(CNC(=O)C(C)N(Cc2ccco2)C(=O)c2snc(C(N)=O)c2N)cc1 (stereo not drawn),-13%,26%,17%,-11%,-15,-13%
Cc1ccc(C(=O)O)cc1NC(=S)NC(=O)c1ccc(COc2ccccc2)cc1,?,-34%,18%,3%,-5,.
Cc1cccc(NC(=O)CSC2=Nc3ccccc3C3=NC(CCC(=O)NCc4ccc(F)cc4)C(=O)N23)c1 (stereo not drawn),3%,.,.,14%,-7,.
Cc1ccc(-c2noc(CN(C(=O)COc3cc(C)cc(C)c3C)C(C)C)n2)cc1,15%,.,.,20%,-16,.
O=C(COC(=O)Cc1c[nH]c2ccccc12)NCCc1ccccc1,-3%,-26%,-4%,?,11,.
Cc1ccc2nsnc2c1NC(=O)c1cccc([N+](=O)[O-])c1,-11%,-5%,.,-14%,.,4%
O=C(COC(=O)c1ccc(O)cc1)Nc1ccccc1[N+](=O)[O-],3%,-18%[11.4 µM],-3%,?,?,3%
Cc1cc(C)n(-c2cc(N3CCN(C(=O)c4ccc(C(C)(C)C)cc4)CC3)ccc2[N+](=O)[O-])n1,0%,77%[activator],-20%,1%,-28,-7%
COc1cccc(C2CC(c3ccccc3OC)n3ncnc3N2)c1 (stereo not drawn),7%,74%[activator],2%,2%,-7,-16%
CC1CCCN(C(=O)Cn2c(=O)oc3ccccc32)C1 (stereo not drawn),0%,-16%,19%,?,13,-3%

# High-throughput results (PubChem BioAssay)
